Casp6 inh: blocks human caspase-6 cleavage activity | inhibition, % at 12.5 µM | purified caspase-6, Z-VEID-R110 cleavage fluorescence | P55212 | actives 0.53% (n = 350,000);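 active means mean inhibition across replicates at least about 35%, with every replicate also reaching that limit, limit read from the data; inconclusive means only one of the two criteria met; inactive means neither criterion met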;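 further: 0% = median of neutral control wells and 100% = no fluorescence left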
RAD52 inh: inhibitors of human RAD52 DNA annealing. recombinant RAD52 DNA annealing, FRET fluorescence. AID 651710. P43351. inhibition, % at 18.7 µM. actives 0.46% (n = 360,000);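 active means every replicate showing at least 50% inhibition; inconclusive means mean inhibition at least 50% but not in every replicate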
Target sequence (P43351 whole entry, looked up): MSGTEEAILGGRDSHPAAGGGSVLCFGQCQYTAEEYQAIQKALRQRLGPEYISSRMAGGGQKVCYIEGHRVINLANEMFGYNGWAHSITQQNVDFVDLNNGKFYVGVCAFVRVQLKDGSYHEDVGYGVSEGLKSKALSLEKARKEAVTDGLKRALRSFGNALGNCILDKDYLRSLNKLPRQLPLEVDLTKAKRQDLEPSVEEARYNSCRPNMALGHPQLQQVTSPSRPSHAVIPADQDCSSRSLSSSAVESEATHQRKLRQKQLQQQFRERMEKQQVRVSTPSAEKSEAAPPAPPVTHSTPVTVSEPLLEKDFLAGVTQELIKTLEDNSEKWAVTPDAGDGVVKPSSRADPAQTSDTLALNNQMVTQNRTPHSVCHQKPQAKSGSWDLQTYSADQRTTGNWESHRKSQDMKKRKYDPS
Xi reactivation: activators of X-chromosome reactivation in mouse fibroblasts | XiGFP mouse fibroblasts, % GFP-positive cells imaging, 3 d; cells co-treated with 5-aza-dC sensitizer; scaled so ellipticine positive control = 100% | activation, % at 7.58 µM | actives 0.055% (n = 360,000);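 active means mean normalized replicate activation at least 10% and every replicate at or above 10%; inconclusive means only one of the two criteria met; inactive means mean below 10% and not all replicates reach 10%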;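 further: 0% = median of on-plate neutral control wells and 100% = ellipticine 6 µM median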
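System: 68-5-11 XiGFP fibroblast line; Timing: 3 days compound exposure; Compound dosing: one concentration, pinned; Benchmarks: positive control ellipticine, 6 µM final; Buffer or medium: DMEM containing 5-aza-dC.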
E-sel inducer: induces E-selectin expression in human endothelial cells | HUVEC E-selectin immunofluorescence imaging; normalized: neutral wells 0, TNF-alpha wells 100 | activation, % at 7.58 µM | P16581 | actives 0.37% (n = 260,000);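 active means mean E-selectin-positive cell signal at least 10% of the positive control, reached in at least 60% of replicates, without over 20% cell loss; inconclusive means no rule given, readout overlaps actives, possibly toxicity-flagged; inactive means the rest, including those meeting only one limit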;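 further: in these data hits start at about 27%; measured in HUVEC primary endothelial cells; signal is the percent of cells scored E-selectin positive by PE staining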
Target sequence (P16581 whole entry, looked up): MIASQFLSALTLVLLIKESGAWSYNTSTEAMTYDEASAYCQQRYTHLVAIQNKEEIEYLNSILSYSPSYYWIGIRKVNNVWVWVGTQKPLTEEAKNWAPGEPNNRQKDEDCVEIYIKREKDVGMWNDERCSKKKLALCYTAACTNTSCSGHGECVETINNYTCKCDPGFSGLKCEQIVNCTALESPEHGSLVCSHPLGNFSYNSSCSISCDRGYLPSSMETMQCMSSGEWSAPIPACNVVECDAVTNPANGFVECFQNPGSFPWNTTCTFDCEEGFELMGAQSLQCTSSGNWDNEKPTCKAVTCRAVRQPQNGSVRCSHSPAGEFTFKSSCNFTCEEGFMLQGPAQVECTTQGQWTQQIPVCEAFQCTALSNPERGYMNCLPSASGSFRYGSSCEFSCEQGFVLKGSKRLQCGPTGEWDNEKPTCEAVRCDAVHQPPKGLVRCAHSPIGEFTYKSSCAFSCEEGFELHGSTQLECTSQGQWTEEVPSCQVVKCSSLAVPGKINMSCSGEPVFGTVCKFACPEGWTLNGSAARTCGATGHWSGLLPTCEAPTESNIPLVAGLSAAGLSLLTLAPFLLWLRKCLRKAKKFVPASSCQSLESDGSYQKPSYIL
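System: HUVEC, human umbilical vein endothelial cells; quantity: 3,000 cells/well; buffer or medium: EGM-2 medium, gelatin-coated wells; dosing: single-point compound dose; detection: immunofluorescence imaging; evaluation: % PE-positive cells; benchmarks: TNF-alpha, DMSO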
RAD54 inh: inhibitors of human RAD54 branch migration | Q92698 | RAD54 Holliday junction branch migration, FAM/BHQ fluorescence | inhibition, % at 10.4 µM | actives 0.14% (n = 360,000);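 active means mean normalized replicate activity at least 40 and at least half of replicates scoring 40 or more; inconclusive means only one of the two criteria met; inactive means mean below 40 and under half of replicates reaching 40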;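 further: 0% = median of neutral control wells and 100% = median of positive control wells; inhibitors cause a drop in the FAM fluorescence signal; in these data hits start at about 50%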
DENV2 CPE: protects cells from dengue virus 2 cytopathic effect; DENV2-infected cells, cytopathic effect rescue, plate reader; CPE inhibition, % at 9.99 µM; actives 1.7% (n = 350,000); AID 651640; in the data active means CPE inhibition above about 20%, passing the limit was not always enough; inconclusive means no clear call, values can overlap the other calls; tested in BHK-21 cells;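 further: 0% = median of neutral control wells and 100% = median of positive control wells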
GSIS activator: primary screen for activators of insulin secretion dependent on glucose, INS-1E cells, GLuc reporter luminescence; activation, % at 16.6 µM; actives 0.61% (n = 370,000); INS-1E GLuc reporter insulin secretion, 2-3 h;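 active means lowest replicate activation of at least 40%, so every replicate reaches that level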;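 further: 0% = median of neutral control wells and 100% = median of IBMX positive control wells; some compounds called inactive have numbers as strong as hits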
CFTR F508del cor: CFTR F508del correction in bronchial cells | actives 0.36% (n = 350,000) | activity (quench increase), % at 7.58 µM | CFBE cells, YFP halide quenching; stimulated with forskolin plus potentiator P3; % fluorescence drop versus neutral controls | AID 720511;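 active means mean added fluorescence quench of at least 8% versus neutral control, with both replicates also reaching 8%; inconclusive means only one of the mean or replicate conditions met; inactive means mean below 8% and not both replicates reaching 8%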;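 further: cells transiently co-express mutant CFTR-F508del with the halide-sensitive YFP; corrector assay measuring rescue of mutant channel to the surface after 24 h compound exposure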
Active calls of the source: *; ? = inconclusive; nt = no result given.

A first look:
SMILES | Casp6 inh | RAD52 inh | Xi reactivation | E-sel inducer | RAD54 inh | DENV2 CPE | GSIS activator | CFTR F508del cor
C[C@@H]1CCCCO[C@@H](CN(C)S(=O)(=O)c2ccc(F)cc2)[C@@H](C)CN([C@@H](C)CO)C(=O)c2cc(NS(=O)(=O)c3ccc(Cl)cc3)ccc2O1 | 0.2 | 12.5 | -0.1 | 0.0 | -8.3 | 7.8 | -38.0 | 0.5
COCCn1c(N)c(C(=S)NC(=O)c2cccs2)c(=O)[nH]c1=O | -0.4 | -17.9 | 0.6 | 2.3 | -3.5 | 2.0 | 22.0 | -0.1

The listing, previewed entries included:
SMILES | Casp6 inh | RAD52 inh | Xi reactivation | E-sel inducer | RAD54 inh | DENV2 CPE | GSIS activator | CFTR F508del cor
C[C@@H]1CCCCO[C@@H](CN(C)S(=O)(=O)c2ccc(F)cc2)[C@@H](C)CN([C@@H](C)CO)C(=O)c2cc(NS(=O)(=O)c3ccc(Cl)cc3)ccc2O1 | 0.2 | 12.5 | -0.1 | 0.0 | -8.3 | 7.8 | -38.0 | 0.5
COCCn1c(N)c(C(=S)NC(=O)c2cccs2)c(=O)[nH]c1=O | -0.4 | -17.9 | 0.6 | 2.3 | -3.5 | 2.0 | 22.0 | -0.1
Cc1ccc(NC(=O)CN(C)C(=O)Cc2coc3cc(C)c(C)cc23)cc1 | -35.1 | -13.8 | 0.0 | nt | 4.4 | -1.5 | -45.5 | -0.5
C[C@@H]1CN([C@@H](C)CO)C(=O)c2cc(NS(C)(=O)=O)ccc2O[C@@H](C)CCCCO[C@@H]1CN(C)C(=O)c1ccncc1 | 1.1 | -0.6 | -0.7 | -0.1 | 3.8 | -1.2 | -0.3 | -0.7
COc1ccc(N2CCN(C(=O)c3ccc(Cn4c(=S)[nH]c5ccc(N6CCOCC6)cc5c4=O)cc3)CC2)cc1 | -1.4 | -15.4 | 0.1 | 0.0 | 0.3 | -2.3 | -6.4 | -0.5
COc1ccccc1-c1cnc2c(c1)C(=O)N([C@H](C)CO)C[C@H](C)[C@H](CN(C)C(=O)CN(C)C)O2 | 0.9 | -1.1 | -1.4 | 0.4 | 3.7 | -6.9 | 12.0 | -2.0
Cn1c(SCC2CCCO2)nnc1-c1ccc([N+](=O)[O-])cc1 (configuration not stated) | 0.3 | 3.7 | 0.0 | -1.7 | nt | 8.2 | nt | 1.7
CO[C@H]1CN(C)C(=O)c2cc(NC(C)=O)ccc2OC[C@H](C)N(Cc2cccnc2)C[C@@H]1C | nt | nt | 0.1 | -0.1 | 19.6 | nt | -4.0 | 3.3
CCCNC(=O)N(C)C[C@@H]1Oc2cc(-c3ccccc3)ccc2S(=O)(=O)N([C@@H](C)CO)C[C@H]1C | 0.4 | -10.6 | -0.7 | 0.3 | 11.1 | 3.1 | -5.3 | -1.1
Cc1cccc(NC(=O)N2CCCc3ccccc32)c1C | -5.2 | -82.3 | 0.0 | 0.1 | -10.7 | 0.8 | -4.1 | -1.7
CN(C)/C(=C\C(=O)c1ccccc1)C(=O)c1ccccc1 | 3.6 | -16.7 | 0.0 | 2.8 | nt | -1.3 | 18.5 | 0.1
COc1ccc(NC(=O)c2cc(S(=O)(=O)Nc3ccc(OC)cc3)cs2)cc1 | -1.0 | -4.8 | 0.8 | -0.3 | 4.8 | -7.7 | -63.0 | 0.1
COCC(=O)Nc1ccc2c(c1)OC[C@@H](C)N(C(=O)c1cnccn1)C[C@H](C)[C@@H](OC)CN(C)C2=O | -1.9 | -6.8 | 0.1 | 0.0 | -0.3 | -1.0 | -14.3 | -0.8
Cc1ccc(-c2ccc(=O)n(CCC(=O)N3CCN(c4cccc(C)c4)C(C)C3)n2)cc1 (configuration not stated) | -1.8 | -10.6 | 0.1 | -0.3 | -2.1 | -0.5 | -23.7 | 0.3
CC(=O)c1ccc(OCCCC(=O)Nc2cccc(S(=O)(=O)N3CCCCC3)c2)cc1 | -10.1 | -9.7 | 0.0 | -0.4 | -4.9 | nt | -34.2 | -3.6
COc1ccc(-c2c(C)n([O-])c3c([n+]2=O)CCCC3)c(OC)c1 | -2.0 | 12.1 | nt | nt | 5.4 | 5.9 | 0.4 | -5.5
COc1ccccc1C(=O)COC(=O)CNS(=O)(=O)c1ccc(C)c(C)c1 | 2.6 | -7.4 | 0.8 | nt | 13.1 | -1.0 | -37.9 | -0.2
CN(C)CC#Cc1ccc([C@@H]2[C@H](CO)N3C(=O)CN(C(=O)Cc4ccccc4)C[C@@H]23)cc1 | -3.1 | -7.8 | 0.1 | -0.2 | nt | 12.7 | 14.0 | 3.3
CC1Cc2cc(/C(O)=C3/C(=O)C(=O)N(CCN4CCOCC4)C3c3ccc(C(C)C)cc3)ccc2O1 (configuration not stated) | -0.1 | -21.2 | 0.0 | 0.1 | 9.0 | 1.6 | -3.1 | 2.4
CC(OC(=O)/C=C/c1cccs1)C(=O)Nc1ccc(S(N)(=O)=O)cc1 (configuration not stated) | 3.4 | 0.5 | -0.1 | 0.0 | nt | -5.4 | -2.5 | 3.0
CCC(C)NC(=O)Nc1ccc(C)cc1C (configuration not stated) | 1.3 | -8.9 | 0.1 | nt | nt | -5.6 | -6.0 | -0.2
CCOC(=O)C1=C(C)C(c2ccc(OC)cc2)NC(=O)N1 (configuration not stated) | 1.6 | -8.0 | 0.0 | nt | nt | ? | 4.1 | 1.5
C=CCn1cnc2c(nnn2-c2ccc(OC)c(OC)c2)c1=O | 2.4 | -5.2 | 0.0 | -0.2 | nt | nt | 25.6 | 1.0
COC[C@@H]1CCCN1c1ccc2c(c1)O[C@@H](COCc1ccccc1)CN([C@H](C)c1ccccc1)S2(=O)=O | -6.0 | 1.9 | 0.7 | 0.5 | nt | 10.3 | -7.9 | -2.6
COC(=O)c1ccc(CNC(=O)c2cc3ccccc3oc2=O)cc1 | 1.5 | -5.0 | 0.0 | -2.1 | nt | ? | 4.6 | -0.8
CC(C)C(=O)N1CCC2(CC1)Oc1ccc(Cl)cc1C(=O)C21CC(c2cccnc2)=NO1 (configuration not stated) | 1.9 | -11.3 | -0.1 | 0.8 | -4.6 | 2.4 | -15.5 | 0.2
Cc1ccc(C(=O)Nc2ccccc2-c2ccccc2)cc1S(=O)(=O)Nc1ccccc1 | -1.8 | -11.5 | -0.3 | 0.4 | 1.9 | 2.3 | 3.3 | 0.1
Cc1ccc(OCC(=O)OCc2nc3scc(-c4ccccc4)c3c(=O)[nH]2)cc1C | 1.0 | -11.0 | 0.1 | 0.4 | 0.7 | -5.1 | -1.7 | 1.1
Cc1c(C(=O)N2CCCC(C)C2)sc2ncnc(N3CCCCC3C)c12 (configuration not stated) | 2.7 | 2.3 | 0.1 | nt | -1.9 | -4.0 | -2.8 | nt
COc1ccccc1CN1[C@@H]2c3ccc(C4=CCCCC4)c(=O)n3C[C@H]1[C@H](CO)[C@H]2C(=O)N(C)C | 2.3 | -13.3 | 0.4 | -0.7 | 1.1 | -0.8 | -13.1 | 0.4
CCc1ccc(N2CCN(CCNC(=O)Nc3ccc(OC)cc3)CC2)cc1 | -1.5 | -8.8 | 0.0 | nt | -0.2 | 12.3 | 4.0 | 0.0
COc1ccccc1C(=O)NC(=O)COC(=O)C1CCC1 | -0.5 | -8.3 | -0.1 | nt | 2.5 | 3.8 | -2.2 | -0.4
Cc1noc(C)c1NC(=O)Nc1ccc2c(c1)CC(=O)N([C@@H](C)CO)C[C@H](C)[C@@H](CN(C)C(=O)Nc1cccc3ccccc13)O2 | 0.6 | -0.1 | 0.0 | -0.3 | -5.2 | -8.5 | 4.9 | -3.7
COc1ccccc1C(=O)Nc1ccc2c(c1)C(=O)N(C)C[C@H](OC)[C@@H](C)CN(C(C)=O)[C@@H](C)CO2 | -1.0 | -14.5 | 0.2 | 0.0 | 5.9 | 5.4 | -6.8 | -5.2
COc1ccc(Cc2nc3ccc(C(=O)NC(C)c4cnn(C)c4)cc3o2)cc1 (configuration not stated) | -0.9 | -5.5 | -0.1 | 0.0 | -5.7 | ? | -14.4 | -2.2
CCc1nnc(NC(=O)CN2C(=O)c3ccccc3S2(=O)=O)s1 | 2.7 | -11.6 | nt | nt | -8.3 | nt | 14.4 | nt
Cc1cccc(-n2ncc3c(NCc4cccnc4)ncnc32)c1 | -1.5 | 0.8 | 0.0 | -1.0 | -5.2 | ? | -38.4 | -4.9
O=C(CSc1ccc2c(c1)OCCO2)Nc1cccnc1 | 0.1 | -7.2 | 0.0 | nt | nt | nt | 15.1 | 1.6
C(=C\c1ccccc1)/CSc1nnc(-c2cccnc2)o1 | 1.3 | -7.5 | nt | nt | nt | -7.5 | -12.3 | -2.9
COc1cc(Cl)ccc1OC1(C)CCN(Cc2ccc(-c3ccccn3)cc2)C1 (configuration not stated) | -2.6 | -22.2 | 0.1 | 0.1 | 8.7 | 0.8 | -44.1 | -4.6
CC1CCCN(CC(=O)Nc2cccc([N+](=O)[O-])c2)C1 (configuration not stated) | -0.4 | -23.1 | 0.0 | -1.2 | 6.7 | -2.2 | 9.0 | 0.6
CCCNC(=O)N(C)C[C@@H]1Oc2cc(C#CC(C)C)ccc2S(=O)(=O)N([C@H](C)CO)C[C@H]1C | 0.1 | 9.2 | 0.0 | 0.1 | -9.7 | -3.5 | -7.9 | 0.2
Cc1ccc(-c2csc(NC(=O)c3c(C)noc3C)n2)cc1 | -2.2 | -37.7 | -0.6 | -1.4 | 1.0 | -1.8 | -43.4 | -11.5
O=C(NN1C(=O)/C(=C\c2cccnc2)SC1=S)c1ccco1 | 1.2 | -40.5 | 0.0 | 6.0 | nt | -11.3 | 1.5 | -1.2
CNC[C@H]1Oc2cc(C#CC(C)C)ccc2S(=O)(=O)N([C@@H](C)CO)C[C@H]1C | 5.8 | -48.0 | 0.2 | ? | -6.0 | ? | 6.0 | 3.1
COc1cc(C(=O)NC2CC(C)(C)NC(C)(C)C2)cc(OC)c1OC | 3.2 | -11.6 | 2.4 | nt | nt | -2.9 | 4.1 | -0.2
COc1ccc(NC(=O)CSc2nnc(-c3cccnc3)o2)c(OC)c1 | -1.1 | -11.5 | -0.2 | 0.5 | 7.1 | 9.8 | -0.1 | -0.7
Cc1nc(-c2ccc(NC(=O)Cc3ccccc3)cc2)cs1 | 0.7 | -13.2 | 0.2 | -0.2 | 6.7 | -0.2 | 6.6 | 4.0
Cc1nnc(-c2cnn(C)c2N)n1CCCN(C)C | -6.4 | 5.8 | 0.3 | 2.8 | nt | -2.4 | 22.1 | 1.1
O=C(Nc1ccc2ccccc2c1)c1ccc(Br)o1 | 2.1 | -19.6 | 0.2 | nt | -11.1 | -2.6 | -31.6 | -0.6
C[C@@H]1CCCCO[C@@H](CN(C)S(=O)(=O)c2cn(C)cn2)[C@@H](C)CN([C@@H](C)CO)C(=O)c2cc(NC(=O)Cc3ccccc3)ccc2O1 | nt | nt | -0.9 | -0.1 | 0.9 | -8.3 | -3.5 | -0.1
CSc1ncccc1C(=O)N1CCCC(Nc2ccc(F)c(F)c2)C1 (configuration not stated) | -0.1 | -9.0 | 0.0 | -0.2 | -10.3 | -2.0 | nt | 2.3
COc1cc(C)c(Cl)cc1S(=O)(=O)n1ccnc1C | -0.8 | -9.7 | nt | nt | 1.0 | -11.4 | 15.3 | 2.7

The order is random (roughly 3.7% active in at least one column).
